ATG4B inhibitor – inhibitors of human ATG4B cysteine protease | ATG4B cleavage of LC3-PLA2, NBD-HPC fluorescence, 1 h | inhibition, % at 8.33 µM | 340,000 compounds, 0.51% hits | AID 504462; in the data active = inhibition above about 40%
Target sequence (Q9Y4P1 whole entry, looked up): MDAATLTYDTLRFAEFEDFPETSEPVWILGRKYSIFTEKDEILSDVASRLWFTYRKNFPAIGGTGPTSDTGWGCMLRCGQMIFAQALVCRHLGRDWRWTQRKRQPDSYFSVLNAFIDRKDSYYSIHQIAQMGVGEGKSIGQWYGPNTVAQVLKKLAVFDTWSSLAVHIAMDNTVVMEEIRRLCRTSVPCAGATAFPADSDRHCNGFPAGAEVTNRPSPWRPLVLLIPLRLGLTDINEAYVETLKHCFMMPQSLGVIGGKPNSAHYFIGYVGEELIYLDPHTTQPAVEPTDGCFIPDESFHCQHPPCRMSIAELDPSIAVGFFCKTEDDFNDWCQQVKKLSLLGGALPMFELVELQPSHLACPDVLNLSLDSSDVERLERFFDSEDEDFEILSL
mIAP block – mouse IAP inhibition. purified mouse IAP, CDP-Star luminescence, 30 min. 330,000 compounds, 0.2% hits. inhibition, % at 10 µM. AID 2806;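 active = inhibition of at least 40% at 10 µM in the primary screen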;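 also: plate controls were DMSO with enzyme for no effect and no enzyme wells for full effect; values of inactives mirror those of a sister screen read the other way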
Apaf-1 inh – inhibitors of human Apaf-1 apoptosome. O14727. reconstituted apoptosome caspase-3 activity, DEVD-Rh110 fluorescence. inhibition, % at 20 µM. 330,000 compounds, 0.71% hits; active = inhibition of at least 40% at 20 µM;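 also: plate controls were DMSO wells for no effect and DEVD-CHO caspase inhibitor wells for full effect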
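Medium: Hepes buffer, pH 7.5 / System: biochemical Apaf-1 apoptosome reconstitution / Measured by: Rh110 fluorescence, excitation 480 nm, emission 540 nm / Times: compound with Apaf-1, dATP, procaspase-3 30 min, then 50 min reaction, room temperature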
NLRP3 yeast inh – NALP3 inhibition in yeast. Yeast reconstituted NLRP3/ASC/caspase-1, beta-gal luminescence, 24 h. inhibition, % at 10 µM. AID 2825. 330,000 compounds, 0.39% hits;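 active = inhibition of 50% or more; inactive = inhibition below 50%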;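 also: plate controls were induced DMSO wells for no effect and uninduced yeast grown without galactose for full effect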
tim10-1 inh – growth inhibitors of tim10-1 mutant yeast; S. cerevisiae tim10-1 ts strain growth, BacTiter-Glo, 24 h; inhibition, % at 20 µM; 330,000 compounds, 2.2% hits; AID 463190;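 active = inhibition of at least 40%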;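 also: mutant grown at 25 °C; 0% = DMSO wells with yeast and 100% = wells holding no yeast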
mIAP act – mouse IAP activation; 330,000 compounds, 0.24% hits; activation factor at 10 µM; muIAP, CDP-Star luminescence, 30 min; active compounds read high; 1 = vehicle-only enzyme signal, 0 = enzyme-free wells;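 active = activation factor of at least 2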; also: the source names both 10 and 20 µM as test concentration; values of inactives mirror those of a sister screen read the other way
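Assay system: mouse IAP enzyme / Compound: DMSO-dissolved test compounds / Timing: 30 min, room temperature / Measured by: luminescence from enzymatic CDP-Star hydrolysis / Control set: DMSO-only wells, enzyme-free buffer wells as negative control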
hIAP activ – increases human intestinal alkaline phosphatase activity. purified human IAP, CDP-Star luminescence, 30 min; active compounds read high; 1 = vehicle-only enzyme, 0 = enzyme-free background. 330,000 compounds, 0.16% hits. P09923. AID 2524. activation factor at 10 µM;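 active = activation factor of the enzyme at least 2-fold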; also: the source names both 10 and 20 µM as test concentration; values of inactives mirror those of a sister screen read the other way
Target sequence (P09923 whole entry, looked up): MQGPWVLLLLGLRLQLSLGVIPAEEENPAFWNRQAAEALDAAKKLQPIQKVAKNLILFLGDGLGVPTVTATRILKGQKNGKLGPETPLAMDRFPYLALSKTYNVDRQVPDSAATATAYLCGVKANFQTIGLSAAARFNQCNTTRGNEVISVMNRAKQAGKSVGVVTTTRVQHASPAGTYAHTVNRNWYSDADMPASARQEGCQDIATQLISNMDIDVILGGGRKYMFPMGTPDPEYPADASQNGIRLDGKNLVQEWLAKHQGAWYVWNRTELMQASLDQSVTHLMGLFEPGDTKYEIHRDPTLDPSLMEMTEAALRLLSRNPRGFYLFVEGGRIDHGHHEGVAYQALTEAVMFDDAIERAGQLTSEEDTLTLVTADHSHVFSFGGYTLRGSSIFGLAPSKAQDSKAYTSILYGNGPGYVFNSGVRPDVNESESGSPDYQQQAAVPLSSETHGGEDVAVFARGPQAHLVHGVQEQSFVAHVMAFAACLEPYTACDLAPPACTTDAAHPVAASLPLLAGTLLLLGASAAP
TIM10 inh – growth inhibitors of TIM10 yeast strain. S. cerevisiae TIM10 strain growth, BacTiter-Glo luminescence, 24 h. inhibition, % at 10 µM. 330,000 compounds, 1.4% hits. AID 463195;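 active = inhibition of 40% or more at the single tested concentration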;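 also: wild-type TIM10 isogenic control strain grown at permissive 25 °C; 0% = DMSO yeast wells and 100% = minimal medium wells without yeast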
hIAP block – blocks human intestinal alkaline phosphatase. P09923. purified IAP, CDP-Star luminescence, 30 min. inhibition, % at 10 µM. 330,000 compounds, 0.12% hits. AID 2544;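 active = inhibition reaching a set limit with compound at 10 µM in the primary screen, cut at about 35% in these data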;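 also: plate controls were DMSO wells with enzyme for no effect and no-enzyme buffer wells for full effect; values of inactives mirror those of a sister screen read the other way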
Starred values were filed as active, the others as inactive; · = not tested or not shown.

SMILES	ATG4B inhibitor	mIAP block	Apaf-1 inh	NLRP3 yeast inh	tim10-1 inh	mIAP act	hIAP activ	TIM10 inh	hIAP block
Cc1cccc(NC(=O)NC2CCCCCCC2)c1	2	-118	5	25	13	2.2*	1.3	24	-35
O=C(C1CC1)N1CCc2cc(S(=O)(=O)NCC3COc4ccccc4O3)ccc21 (centres undefined)	-10	-8	10	-3	46*	1.1	1.1	32	-12
CC(C)CCN(C(=O)C1CSC2(C)CCC(=O)N12)c1c(N)n(Cc2ccccc2)c(=O)[nH]c1=O (centres undefined)	-3	-3	7	2	-8	1	1.1	-1	-10
O=C(O)COc1ccccc1/C=N/NC(=O)CSc1nc2ccccc2n1Cc1ccccc1	5	8	-9	17	6	0.92	1.2	14	-19
COCCN(C(=O)c1csnn1)C(C(=O)NC1CCCCC1)c1ccc(C)cc1 (centres undefined)	-8	2	4	10	-17	0.97	1.2	13	-23
CCc1ccc(CN(C)C(=O)c2cc(=O)c3ccccc3o2)cc1	3	-2	18	-11	22	1	1.2	-4	-21
CC(Sc1nnc(-c2cccnc2)o1)C(=O)NC1CCCC1 (centres undefined)	-2	-12	-4	16	-14	1.1	1	-3	-1
CC(C)(C)NS(=O)(=O)c1ccc(CCC(=O)N2CCCCC2)cc1	-8	-4	-4	6	7	1	1	-6	0
COc1ccc(/C=C2/C(=O)N=C3SCCN32)cc1	-10	6	-6	15	-8	0.94	1	-6	-1
COc1cccc(-c2nc(-c3ccc(Br)o3)no2)c1	8	3	18	20	16	0.97	0.9	13	10
Cc1ccc2c(C)c(C(=O)NCC(C)(C)N3CCOCC3)oc2c1C	2	1	12	19	30	0.99	1.3	16	-28
Cc1ccc(C(=O)Nc2nccc(-c3cccs3)n2)cc1	-1	2	-1	22	12	0.98	1.1	-10	-9
O=C(O)c1cc(N/N=C/c2cccs2)ccc1Cl	·	10	3	12	3	0.9	0.9	6	10
COCCN(CCOC)S(=O)(=O)c1ccc(C(=O)NC2CCN(Cc3ccccc3)CC2)cc1	1	6	1	10	13	0.94	1.1	5	-8
CCCCn1c(=O)nc2n(-c3ccccc3)c3ccccc3cc-2c1=O	3	4	-4	6	18	0.96	0.93	7	7
Cc1cc(SCC(=O)OCC(=O)N(CCC#N)c2ccccc2)nc2ccccc12	-18	7	12	27	9	0.93	0.92	14	8
Nc1c(C(=O)NCc2ccccc2)c2nc3ccccc3nc2n1-c1ccc2c(c1)OCO2	-11	7	18	22	1	0.93	0.86	22	14
C=CCC[C@H](Cc1ccc(F)cc1)C(=O)OC[C@@H](NC(=O)[C@@H](CC=C)CC(=O)N[C@@H](CO)Cc1ccccc1)C(C)(C)C	2	-16	34	9	11	1.2	1.1	6	-9
COc1ccc([N+](=O)[O-])cc1NS(=O)(=O)c1ccc(Cl)c(C(=O)Nc2sc3c(c2C#N)CCCCC3)c1	·	9	24	-1	-17	0.91	0.95	-20	5
COc1ccc(NC(=O)Nc2ccc3c(c2)C(=O)N([C@H](C)CO)C[C@H](C)[C@@H](CN(C)S(=O)(=O)c2cccs2)O3)cc1	-8	-175	4	8	10	2.7*	1	7	-4

5 compounds from above, arranged by heavy-atom count, highest first:
SMILES	ATG4B inhibitor	mIAP block	Apaf-1 inh	NLRP3 yeast inh	tim10-1 inh	mIAP act	hIAP activ	TIM10 inh	hIAP block
C=CCC[C@H](Cc1ccc(F)cc1)C(=O)OC[C@@H](NC(=O)[C@@H](CC=C)CC(=O)N[C@@H](CO)Cc1ccccc1)C(C)(C)C	2	-16	34	9	11	1.2	1.1	6	-9
COc1ccc([N+](=O)[O-])cc1NS(=O)(=O)c1ccc(Cl)c(C(=O)Nc2sc3c(c2C#N)CCCCC3)c1	·	9	24	-1	-17	0.91	0.95	-20	5
COCCN(CCOC)S(=O)(=O)c1ccc(C(=O)NC2CCN(Cc3ccccc3)CC2)cc1	1	6	1	10	13	0.94	1.1	5	-8
Nc1c(C(=O)NCc2ccccc2)c2nc3ccccc3nc2n1-c1ccc2c(c1)OCO2	-11	7	18	22	1	0.93	0.86	22	14
Cc1cc(SCC(=O)OCC(=O)N(CCC#N)c2ccccc2)nc2ccccc12	-18	7	12	27	9	0.93	0.92	14	8

Additional records.
SMILES	ATG4B inhibitor	mIAP block	Apaf-1 inh	NLRP3 yeast inh	tim10-1 inh	mIAP act	hIAP activ	TIM10 inh	hIAP block
COC(=O)CN1C(=S)N(C)C(=O)C1CC(=O)Nc1ccccc1 (centres undefined)	-6	6	-9	6	-3	0.94	0.98	2	2
O=[N+]([O-])c1ccc(-c2ccc(/C=N/Nc3nc(N4CCCC4)nc(N4CCCC4)n3)o2)cc1	-4	20	32	19	23	0.8	0.72	26	28
O=C(COc1ccc(Cl)cc1Cl)N/N=C/c1cccnc1	-10	3	-12	31	10	0.97	0.95	4	5
N#Cc1ccsc1NC(=O)CN1CCN(S(=O)(=O)c2cc(Cl)ccc2Cl)CC1	14	-4	10	-7	-22	1	1.1	-24	-7
CCOc1cc2[nH]c(=O)n(CCC(=O)N3CCN(c4ccccc4OC)CC3)c(=O)c2cc1OCC	-14	-1	4	8	16	1	0.98	20	2
CCOc1ccc(NC(=O)c2ccccc2NC(=O)CN2CCCCCC2)cc1	-9	2	17	1	13	0.98	1	9	-5
Cc1cc(OCC(=O)Nc2nnc(C3CC3)s2)ccc1[N+](=O)[O-]	3	15	-24	16	9	0.85	1.1	-15	-6
O=C(c1cc2sccc2n1Cc1ccc(F)cc1)N1CCN(c2nc3ccccc3s2)CC1	-15	-8	22	-5	32	1.1	0.94	43*	6
CCC(O)(c1ccccc1)C(CN1CCOCC1)c1ccccc1 (centres undefined)	-6	-4	-2	4	31	1	1	16	-4
Clc1cccc(CNCCNCc2cccc(Cl)c2)c1	-7	-4	12	33	-2	1	0.95	-10	5
CCc1sc(C(=O)Nc2nc(C)cs2)cc1C	-2	-6	4	56*	-13	1.1	0.9	-16	10
COc1cccc(CC2(CO)CCCN(Cc3ccc(OC)c(C)c3OC)C2)c1 (centres undefined)	-7	-9	1	8	-1	1.1	0.74	5	26
Cc1ccc(C)c(NC(=O)CSc2cccc3cccnc23)c1	1	8	5	26	6	0.92	1.3	-7	-32
O=C(O)CCCN=C1NC2(CCCC2)Cc2ccccc21	0	-8	-4	11	-6	1.1	1.2	-3	-22
CSCC[C@H](NC(=O)OC(C)(C)C)C(=O)N/N=C/c1cc2ccc(C)cc2nc1Cl	-16	9	27	9	19	0.91	0.99	23	1
COc1ccc2nc(Nc3nc(C)c(CCC(C)C)c(=O)[nH]3)nc(C)c2c1	-14	23	7	13	7	0.77	1.5	9	-52
O=C1CCN(Cc2ccccc2)S(=O)(=O)c2c(F)cc(F)cc21	-5	0	1	14	6	1	0.89	4	11
O=C(O)[C@H](Cc1ccccc1)NC(=O)N1CCC(Cc2ccccc2)CC1	0	13	-14	1	-5	0.87	0.98	3	2
COc1cccc(CN(C)C(=O)CSc2nc3ccccc3[nH]2)c1OC	-13	-3	5	5	34	1	1.3	21	-29
CCCCn1nnc(NC(=S)NC(=O)c2ccc(OCC)c([N+](=O)[O-])c2)n1	-1	7	6	13	11	0.93	0.9	4	10
CCOC(=O)[C@H]1[C@H]2COc3ccccc3[C@@H]2N2C(=O)c3c(C)cc(C)cc3NC(=O)[C@@]12C	0	-6	17	0	30	1.1	1.1	-12	-6
c1ccc(-c2nnc3sc(-c4cc5ccccc5o4)nn23)cc1	-7	5	31	8	16	0.95	1.1	-32	-8
NC(=O)COc1ncn(-c2ccccc2)n1	-5	1	-3	5	5	0.99	1	-3	-5
CCCc1nc2nc(C)c(NS(=O)(=O)c3ccc4c(c3)CCCC4)c(=O)n2[nH]1	1	5	5	5	-17	0.95	1	4	-4
O=C1CC(c2ccco2)Sc2nc3ccccc3n21 (centres undefined)	-2	28	1	5	17	0.72	1	7	-4
COc1ccc(C(=O)O/N=C(\N)c2ccc(OC)c(OC)c2)cc1	-8	-3	9	19	73*	1	1	49*	-3
O=C(O)CC(NC(=O)Cc1ccc([N+](=O)[O-])cc1)c1ccc2c(c1)OCO2 (centres undefined)	0	13	-8	-12	-3	0.87	1	13	-1
Cc1cccn2c(=O)c3cc(S(=O)(=O)c4ccccc4)c(=N)n(Cc4cccnc4)c3nc12	5	0	28	21	22	1	0.99	0	1
COc1ccc(C)c2sc(NC(=O)C3CC3)nc12	-3	-7	9	14	38	1.1	0.91	28	9
O=C(Cn1c(=O)oc2ccccc21)Nc1nnc(N2CCCCCC2)s1	-10	14	6	-3	-4	0.86	0.94	-10	6
O=Cc1cc([N+](=O)[O-])ccc1N1CCOCC1	-7	4	2	11	13	0.96	0.97	-8	3
CCOC(=O)c1c(NC(=O)COc2cccc3c2CCN(Cc2ccc(F)cc2)C3=O)sc2c1CCC2	·	1	7	7	15	0.99	0.98	5	2
O=C(NCC1CCCO1)c1cccc(Oc2ccc([N+](=O)[O-])cc2Cl)c1 (centres undefined)	1	2	-9	13	32	0.97	0.99	3	1
Cc1ccc(C(=O)CSc2nc3ccccc3c(=O)[nH]2)cc1	-12	4	8	12	7	0.96	0.82	-1	18
COc1ccc(NC(=O)N2CCN(S(C)(=O)=O)CC2)cc1OC	-10	-7	5	0	10	1.1	0.97	-2	2
COC(=O)[C@H](Cc1ccccc1)NC(=O)N(C)Cc1ccccc1	-3	-9	6	-10	3	1.1	1	-6	-1
CCOc1ccccc1NC(=O)COC(=O)Cc1ccc(-c2ccccc2)cc1	15	9	6	25	19	0.91	1.2	8	-19
COc1ccc(C2Nc3ccc(Br)cc3C(c3ccccc3)N2CC(=O)O)cc1 (centres undefined)	-8	0	-7	-3	12	1	1.1	13	-12
CC1Oc2ccccc2N(CC(=O)N2CCc3ccccc32)C1=O (centres undefined)	5	4	-11	4	11	0.96	0.72	-7	28
C=CCC[C@H](Cc1ccc(F)cc1)C(=O)OC[C@H](C)NC(=O)[C@H](CC=C)CC(=O)N(CCO)Cc1ccccc1	-1	-14	34	4	6	1.1	1.1	11	-14
Cc1noc(C)c1S(=O)(=O)N1CCCC(C(=O)NCCc2ccc(Cl)cc2)C1 (centres undefined)	-15	5	3	12	11	0.95	0.98	9	2
CCCOc1ccc(Cc2c(Cl)nc(SC)nc2NC)cc1	20	-4	-4	6	36	1	1	26	-2
CC1=C(C(N)=O)C(c2ccccc2[N+](=O)[O-])n2ncnc2N1 (centres undefined)	3	-6	17	7	8	1.1	1.1	12	-7
Cc1nnsc1NC(=O)OCC(C)C	-3	-14	10	4	3	1.1	1.2	8	-20
COc1cccc(C(=O)Nc2ccc(C(F)(F)F)n(C)c2=O)c1	1	3	4	18	28	0.97	1	-7	-4
COc1ccc(OCCN2CCN(C3CC(=O)N(CCC(C)C)C3=O)CC2)cc1 (centres undefined)	-2	-2	2	9	22	1	0.95	-24	5
Cc1ccc2nc(-c3ccc(NC(=O)c4cccnc4)cc3)oc2c1	-13	6	15	19	0	0.94	0.89	22	11
COc1ccc(-c2cc(-c3ccc(C)cc3)n[nH]2)c(O)c1	8	1	19	13	8	0.99	1.5	21	-50
COc1ccc(N2CC(C(=O)Nc3ccc4c(c3)OCCO4)CC2=O)cc1 (centres undefined)	-5	6	1	-3	1	0.94	0.97	3	3
NC(=S)N=Nc1c(O)[nH]c2ccccc12	3	23	-11	16	5	0.77	0.93	8	7
O=C(CNCC1CCCCC1)Nc1ccc(OC(F)(F)F)cc1	5	-8	14	28	23	1.1	1	11	-2
CC1CCC2(CC1)NC(=O)N(CC(=O)NC1CCCCC1C)C2=O (centres undefined)	-4	-4	-1	2	2	1	1.1	-6	-10
Cc1ccc(NS(=O)(=O)c2ccc(NC(=O)[C@@H]3CCCC[C@@H]3C(=O)O)cc2)c(C)c1	-4	3	10	-10	12	0.97	1	6	-2
